KCNH2 3.1 block: KCNH2 3.1 (human) potassium channel inhibition. U2OS KCNH2 3.1, thallium flux FluxOr; active compounds read low. activity change, % (tested at about 1.8 µM). 340,000 tested, 0.95% active;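 active = maximum activity change below -70%; inconclusive = maximum activity change from -70% to -50%; inactive = maximum activity change above -50%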;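 also: thallium influx rate constant from kinetic fluorescence after stimulation buffer; % is scaled to controls: 0 for no effect and ±100 for the full control effect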
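U2OS cells transduced with KCNH2 3.1 mutant virus (1.77 x 10^8 /mL, 4 h), plated overnight at 37 C, loaded 45 min with FluxOr dye plus Red40 quencher. Thallium flux rate constant from kinetic reads after stimulation buffer, normalised to controls.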
Mito fusion act: inhibitors of mitochondrial division or activators of mitochondrial fusion; Potency, µM (highest dose often 46.1 µM), for inactives: top-dose growth rescue (activation), hits mostly activators; 320,000 tested, 0.23% active; S. cerevisiae fusion-defective mutant growth rescue, CellTiterGlo 48 h;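 also: potency is read from the fitted curve at half-maximal effect; % of control where 0% means no effect; nearly all actives have a fitted effect of over 45% in size; temperature-sensitive fusion mutants such as fzo1-1 at 37 °C on non-fermentable ethanol glycerol medium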
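Yeast fusion mutant, YPEG (non-fermentable carbon), compound, 48 h at 37C non-permissive; CellTiterGlo added, 10 min RT, luminescence read. Rescued growth = division inhibition.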
ELG1 repair inh: inhibitors of ELG1-dependent DNA repair in HEK293T cells; HEK293T ELG1-luciferase reporter, luminescence, 16 h; DNA damage induced by 5-fluorouridine; Potency, µM (top dose mostly 46.1 µM), for the others: top-dose activity change, negative = inhibition, usual class: inhibitors; 330,000 tested, 2.3% active; AID 504467; also: potency is read from the fitted curve at half-maximal effect; % is scaled to controls: 0 for no effect and ±100 for the full control effect; nearly all actives have a fitted effect of over 55% in size
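Quantitative HTS, concentration-response format. 2,000 cells/well co-treated with 5-fluorouridine and compound, 16 hr in 5% CO2 at 37 °C; ONE-Glo luminescence read after 30 min.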
hERG WT inh: blocks the wildtype human KCNH2 potassium channel; U2OS, BacMam KCNH2, thallium flux FluxOr; active compounds read low; 340,000 tested, 0.37% active; Q12809; activity change, % at 1.84 µM;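 active = maximum activity change below -70%; inconclusive = maximum activity change between -70% and -50%; inactive = maximum activity change above -50%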; also: % is scaled to controls: 0 for no effect and ±100 for the full control effect
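U2OS cells transduced with wild-type KCNH2 virus are loaded with FluxOr dye for 45 min, and thallium flux is measured in kinetic reads before and after stimulation buffer. Rate constants are normalized to DMSO controls.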
Eya2 inh: blocks the phosphatase activity of human Eya2. O00167. recombinant Eya2, OMFP fluorescence dephosphorylation (OMFP is methylfluorescein phosphate). Potency, µM (top dose mostly 76.9 µM), for the others: top-dose activity, negative = inhibition, actives largely listed as inhibitors. 330,000 tested, 0.006% active. AID 488837; also: potency is read from the fitted curve at half-maximal effect; % is scaled to controls: 0 for no effect and ±100 for the full control effect
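Eya2 (0.2 uM) preincubated 10 min at ambient with compound, then OMFP substrate added at 50 uM; 10 min reaction in 50 mM HEPES pH 7.5, 50 mM NaCl, 5 uM MgCl2, 0.05% BSA, 1 mM DTT. Fluorescence read at Ex 485/Em 525 nm.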
TSHR antagonist: antagonists of human thyroid stimulating hormone receptor | 330,000 tested, 0.2% active | P16473 | activity change, negative = inhibition, % at 11.5 µM | TSHR-expressing cells, TSH-stimulated cAMP HTRF, 2 h; active compounds read low;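 active = activity change below a set negative limit, meaning inhibition stronger than a set level, cut at about -70% in these data; inconclusive = activity change between two set negative limits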; also: % is scaled to controls: 0 for no effect and ±100 for the full control effect
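TSHR-expressing cells, 200/well, pre-treated with compound, then stimulated with EC80 TSH (4nM final) for 2 hours at 37 deg C. cAMP measured by competitive HTRF: anti-cAMP cryptate antibody in lysis buffer plus cAMP-d2, read after 30 minutes at room temperature.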
A-T KAP1 phos: potential ataxia-telangiectasia treatment; […] A-T fibroblasts, KAP-1 phosphorylation AlphaLISA; neocarzinostatin DNA damage 30 min before lysis; Potency, µM (titrated, usually from 57.5 µM), inactives show at the top dose activation, usual class: activators; 320,000 tested, 0.19% active; AID 485349; also: potency is read from the fitted curve at half-maximal effect; % of control where 0% means no effect; nearly all actives have a fitted effect of over 45% in size
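hTERT-immortalized A-T patient fibroblasts ([…]), 500 cells/well in OPTI-MEM, 1% FBS, got compounds for 60 min, then NCS for 30 min at 37C. Lysates were then assayed for phospho-KAP-1 by AlphaLISA (anti-pKAP1 donor, anti-KAP1 acceptor beads), 6 hr at 25C.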
USP2a block: blocks human ubiquitin-specific protease USP2a | Potency, µM (highest dose often 38.3 µM), for inactives: top-dose activity change, negative = inhibition, actives largely listed as inhibitors | 330,000 tested, 0.01% active | USP2 core, Ub-CHOP2 coupled fluorogenic reporter, 485/531 | AID 463254 | O75604;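 also: potency is read from the fitted curve at half-maximal effect; plate controls were DMSO wells for no effect and full inhibition by NEM control for full effect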
Target sequence (O75604 whole entry, looked up): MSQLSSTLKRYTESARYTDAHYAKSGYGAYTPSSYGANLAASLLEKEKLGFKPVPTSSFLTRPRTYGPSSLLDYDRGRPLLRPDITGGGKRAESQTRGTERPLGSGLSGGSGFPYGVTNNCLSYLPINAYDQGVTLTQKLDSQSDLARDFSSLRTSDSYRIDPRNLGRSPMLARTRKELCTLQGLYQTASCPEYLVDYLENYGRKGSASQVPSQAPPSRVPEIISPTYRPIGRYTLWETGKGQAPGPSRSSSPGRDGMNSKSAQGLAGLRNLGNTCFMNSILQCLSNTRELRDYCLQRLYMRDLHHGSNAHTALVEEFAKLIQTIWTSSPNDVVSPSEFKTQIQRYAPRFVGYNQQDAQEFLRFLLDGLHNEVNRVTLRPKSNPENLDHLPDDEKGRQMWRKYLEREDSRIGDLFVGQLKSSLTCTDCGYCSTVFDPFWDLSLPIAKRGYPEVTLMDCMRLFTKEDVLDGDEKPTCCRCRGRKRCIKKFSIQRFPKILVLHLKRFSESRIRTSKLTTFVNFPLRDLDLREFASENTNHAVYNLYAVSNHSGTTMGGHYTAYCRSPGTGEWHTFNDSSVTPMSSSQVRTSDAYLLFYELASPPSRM
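USP2 core (10nM final) preincubated 30min RT with compound in 20mM Tris-HCl pH 8.0, 2mM CaCl2, 2mM beta-mercaptoethanol, 0.05% CHAPS; 25nM Ub-CHOP2 plus 25nM reporter substrate added, fluorescence (Ex485/Em531) read after 60min.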
TCR act: activates T cell receptor signaling; Potency, µM (top dose mostly 9.22 µM), inactives show at the highest dose activation of IL-2 secretion, actives largely listed as activators; primary human leukocytes, anti-CD3, IL-2 HTRF, 48 h; 330,000 tested, under 10 active; AID 504894; also: % of control where 0% means no effect
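HTRF read-out of IL-2 secretion: europium cryptate donor excited at 320nm, d2 acceptor emission at 665nm. Cells were primary human leukocytes incubated 48 hr with compounds and a-CD3 beads, supplying TCR signal only.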
TRPV1 ag: agonists of human vanilloid receptor 1 (TRPV1) | Q8NER1 | TRPV1-expressing cells, Fluo-8 calcium influx, agonist mode | activation, % at 8.33 µM | 320,000 tested, 0.19% active | AID 540275; in the data active = activation above about 80%; inconclusive = between about 30% and that limit; also: 0% is about no effect
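Fluo-8 calcium influx in TRPV1-expressing cells, kinetic read (ex 480/em 520 nm). Compound added and read 3 min for agonist activity, followed by capsaicin at EC20 final and 2 min further read for enhancement.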
The depositor's hits bear a star; ? = inconclusive; . = no result given; [ ] = another dose, or the depositor's remark. Unless noted, calls follow the shape of the dose curve; as a rule, active = well fitted curve in the direction sought with a large enough effect; inconclusive = small, poorly fitted or top-dose-only effect, or another doubt; inactive = no such curve, though single readings can be large; an effect the other way counts as inactive or inconclusive. This is a subset. The share of hits here may be higher or lower than overall.

Every second line gives: KCNH2 3.1 block	Mito fusion act	ELG1 repair inh	hERG WT inh	Eya2 inh	TSHR antagonist	A-T KAP1 phos	USP2a block	TCR act	TRPV1 ag
> C=CCNC(=S)NNC(=O)c1cccn(Cc2ccc(Cl)c(Cl)c2)c1=O
  -3	-2%	-27%	-3	12%	5	1%	-1%	0%	-1
> COc1ccc(/C=N/n2cnn(Cc3ccccc3Cl)c2=S)cc1OC
  1	4%	?	13	4%	-30	3%	-1%	0%	-1
> CC(=O)/C(=N/Nc1ccccc1C)N1CCOCC1
  4	-5%	-2%	-7	?	-7	0%	1%	7%	1
> CCOC(=O)C(=O)Nc1cc(C)on1
  7	-3%	?	4	3%	22	-2%	-1%	1%	11
> C/C(=N\OC(=O)c1ccc(C)cc1)c1sc(C)nc1C
  11	5%	2%	-12	1%	25	2%	0%	-1%	4
> O=C(CCNS(=O)(=O)c1ccc(Br)s1)NCc1ccccc1Cl
  -10	5%	18%	-2	?	0	2%	0%	2%	10
> O=C(NCC(=O)N(c1ccc(Cl)cc1)C(C(=O)NC1CCCC1)c1cccnc1)c1ccco1 (stereo not drawn)
  15	5%	15%	6	5%	-13	6%	3%	-6%	-5
> Cc1cc(/C=N/NC(=O)C(O)(c2ccccc2)c2ccccc2)c(C)n1-c1ccc(C(=O)O)cc1
  15	-4%	1%	5	-5%	9	-1%	0%	-4%[46.1 µM]	2
> CCc1nn(C(CC)C(=O)NCCc2ccc(OC)cc2OC)c(=O)c2cc3occc3n12 (stereo not drawn)
  -18	0%	0%	11	2%	1	0%	4%	-8%	-2
> Cc1ccc(-c2nc(S(=O)(=O)c3ccc(C)cc3)c(SCC(=O)NCC3CCCO3)o2)cc1 (stereo not drawn)
  -11	0%	-3%	1	0%	-10	4%	1%	4%	5
> O=C(CN(C(=O)c1csnn1)c1ccc(Cl)cc1)NCCc1ccccc1
  16	3%	21%	-2	-6%	-2	2%	0%	7%	4
> O=C(NCCS(=O)(=O)N1CCN(c2ccccc2F)CC1)c1ccc(Br)o1
  2	3%	-1%	-20	1%	-9	-2%	1%	7%	3
> O=C(O)c1ccc(S(=O)(=O)N(Cc2cccs2)CC2CCCO2)cc1 (stereo not drawn)
  1	2%	.	5	-3%	-15	11%	1%	-2%	-1
> CNC(=S)N1N=C(c2ccc(C)cc2)CC1c1ccc(Br)cc1 (stereo not drawn)
  -6	8%	?	-12	2%	-22	.	-6%	-9%	13
> Cc1ccccc1OC(=O)CCC(=O)OCCCC(F)(F)C(F)(F)F
  -8	0%	6%	-2	-27%	0	0%	-8%	.	?
> COc1ccc(CCNC(=O)CSc2nncn2N)cc1OC
  -8	-1%	8%	-7	4%	-5	-2%	1%	5%	-1
> COC(=O)c1nc(NC(C)=O)n[nH]1
  .	0%	4%	.	21%	-1	0%	-2%	.	-4
> COc1cc(C(=O)N/N=C/c2ccsc2C)cc(OC)c1OC
  19	2%	20%	-6	?	-1	-6%	-4%	10%	1
> Cc1ccccc1/C=N/n1c(-c2ccccn2)n[nH]c1=S
  2	6%	4%	1	1%	-6	-3%	-2%	7%	4
> Cc1cc(C(=O)Nc2ccc(Br)cn2)sc1C
  -13	22%	?	-15	-16%	-22	10%	0%	6%	83*
> COc1cccc(N=Nc2ccc(O)c3ncccc23)c1
  -22	31%	?	-5	6%	2	-18%	5%	1%	2
> COCCCn1c(SCC(=O)N2CC(=O)Nc3ccccc32)nnc1-c1ccoc1C
  9	6%	2%	4	8%	12	6%	3%	1%	2
> C=CCn1c(=O)/c(=C2/Sc3cc(OC)ccc3N2C)s/c1=C1\C(=O)N(CC)C(=S)N1C
  .	9%	?	.	-6%	-3	-3%	1%	.	0
> CN(CCc1ccccn1)C(=O)CC1C(=O)NCCN1Cc1cccc(F)c1 (stereo not drawn)
  14	1%	-2%	7	4%	3	5%	0%	-2%	1
> CC(C)CCOc1ccc(-c2c(=O)n(OCc3ccc([N+](=O)[O-])cc3)c3ccccc3[n+]2[O-])cc1
  -4	2%	13%	6	-6%	10	4%	0%	1%	-2
> Cc1cc(C)cc(NC(=O)C2CCCN2S(=O)(=O)c2ccc3c(c2)n(C)c(=O)c(=O)n3C)c1 (stereo not drawn)
  -10	1%	14%	-10	-5%	-2	2%	0%	-2%	-3
> COc1cc(OC)cc(-c2nnc(SCc3cccnc3)o2)c1
  -4	20%	4%	-1	0%	11	0%	0%	.	?
> O=C(CN1C(=O)NC(Cc2c[nH]c3ccccc23)C1=O)Nc1ccc(F)c(F)c1F (stereo not drawn)
  -2	-4%	0%	-2	-9%	20	-14%	-6%	.	2
> C=CCc1ccccc1OCC(O)CNC(=O)c1ccccc1C(=O)O (stereo not drawn)
  2	6%	6%	2	0%	6	35%	-2%	-3%	?
> CCCCc1n[nH]c2c1C(=O)CC(C)(C)C2
  -4	7%	-3%	-1	-9%	-1	2%	2%	-19%	-1

Ordered by count of non-hydrogen atoms (descending): some entries from above.
Every second line gives: KCNH2 3.1 block	Mito fusion act	ELG1 repair inh	hERG WT inh	Eya2 inh	TSHR antagonist	A-T KAP1 phos	USP2a block	TCR act	TRPV1 ag
> Cc1cc(/C=N/NC(=O)C(O)(c2ccccc2)c2ccccc2)c(C)n1-c1ccc(C(=O)O)cc1
  15	-4%	1%	5	-5%	9	-1%	0%	-4%[46.1 µM]	2
> O=C(CN1C(=O)NC(Cc2c[nH]c3ccccc23)C1=O)Nc1ccc(F)c(F)c1F (stereo not drawn)
  -2	-4%	0%	-2	-9%	20	-14%	-6%	.	2
> C=CCNC(=S)NNC(=O)c1cccn(Cc2ccc(Cl)c(Cl)c2)c1=O
  -3	-2%	-27%	-3	12%	5	1%	-1%	0%	-1
> COc1cc(OC)cc(-c2nnc(SCc3cccnc3)o2)c1
  -4	20%	4%	-1	0%	11	0%	0%	.	?
> CCCCc1n[nH]c2c1C(=O)CC(C)(C)C2
  -4	7%	-3%	-1	-9%	-1	2%	2%	-19%	-1

Part of the list above, showing only TSHR antagonist and Mito fusion act:
smiles	TSHR antagonist	Mito fusion act
CNC(=S)N1N=C(c2ccc(C)cc2)CC1c1ccc(Br)cc1 (stereo not drawn)	-22	8%
COc1ccc(/C=N/n2cnn(Cc3ccccc3Cl)c2=S)cc1OC	-30	4%

The listing continues:
Every second line gives: KCNH2 3.1 block	Mito fusion act	ELG1 repair inh	hERG WT inh	Eya2 inh	TSHR antagonist	A-T KAP1 phos	USP2a block	TCR act	TRPV1 ag
> CCCc1cc(=O)[nH]c(SCC(=O)N2CCCc3ccccc32)n1
  10	-1%	12%	-9	6%	11	1%[11.5 µM]	0%	-6%	0
> O=C(c1cccc(S(=O)(=O)N2CCOCC2)c1)N1CCCC(C(F)(F)F)C1 (stereo not drawn)
  -7	-1%	10%	0	13%	3	9%	3%	2%	0
> CCc1cc(C(=O)N2CCCC(CNC(=O)c3ccc(-c4ccccc4)cc3)C2)no1 (stereo not drawn)
  33	4%	?	11	0%	-8	8%	0%	-4%	-2
> COc1cccc(C(=O)NCCSc2ccc(C)cc2)c1
  2	2%	4%	-2	-22%	-17	.	0%	-24%[46.1 µM]	1
> O=C(c1ccccc1)N(Cc1nc2ccccc2c(=O)[nH]1)C1CCCC1
  -13	1%	-6%	-6	-2%	-9	2%	-1%	0%	4
> Cc1nc(N)nc(N/N=C/c2ccccc2)n1
  -2	0%	?	-76*	-7%	-3	-23%	1%	4%	-3
> O=C(Nc1ccc(OCc2ccccc2Cl)cc1)c1cccnc1
  -14	-20%	-1%	-15	3%	-7	4%	0%	.	16
> Nc1nc(-c2ccccc2)cn1N
  8	9%	?	-1	-5%	11	0%	5%	-1%	-2
> CSCC(C)N1CCC(CO)(CCc2ccccc2)CC1 (stereo not drawn)
  -7	8%	22%	20	3%	3	0%	2%	-6%	4
> O=C(O)CC(SCC(=O)Nc1ccc(Cl)c(S(=O)(=O)N2CCOCC2)c1)C(=O)O (stereo not drawn)
  14	2%	?	-25	20%	2	0%	-1%	1%	-1
> COc1ccc(Cc2nnc(-c3ccccc3)o2)cc1
  3	27%	?	-1	9%	-5	2%	0%	-1%	?
> Cc1ccc(-n2cccn2)c([C@@H]2C[C@H]3CN(C)C(=O)[C@]34CCCN24)c1
  -1	4%	10%	47	-3%	1	5%	3%	-6%	3
> Cc1ccccc1CS(=O)(=O)CC1(O)CCN(C(=O)c2cccc(C(F)(F)F)c2)CC1
  -13	0%	-18%	-2	-31%	-2	10%	2%	-3%	5

Bioassay records: PubChem, National Center for Advancing Translational Sciences (NCATS)
